RECQ1 inh: qHTS Assay for Inhibitors of RecQ-Like Dna Helicase 1 (RECQ1). ATP-dependent DNA helicase Q1 (Homo sapiens), P46063. RECQ1 DNA unwinding, red fluorescence kinetic read. Potency, µM (series often up to 57.3 µM), without a hit: top-dose activity, negative = inhibition, actives largely listed as inhibitors. 0.54% of 240,000 active. AID 2549, 2010;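 also: plate controls were vehicle for no effect and no enzyme for full effect; nearly all actives have a fitted effect of over 30% in size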
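50 nM RECQ1T1 preincubated 15 min with compound in Tris pH 8.0 buffer with MgCl2, DTT, Tween-20 and 2.5 ug/ml poly(dI-dC); started with 200 nM TAMRA/BHQ-2 forked duplex and 2 mM ATP. Unwinding read as fluorescence (525/598 nm), two reads 2 h apart.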
LMNA splice mod: qHTS Assay for Modulators of Lamin A Splicing; HeLa LMNA splicing GFP/RFP minigene ratio, 48 h; Potency, µM (series often up to 46.1 µM), for inactives: top-dose ratio change, negative = inhibition, most hits filed as inhibitors; 0.01% of 200,000 active; AID 1487, 2009; active = well fitted inhibition curve with a large enough effect in the signal ratio, with a control signal flat, not every such curve was filed as active; inconclusive = small, poorly fitted or top-dose-only effect, or effect the other way, or a change in a side signal; the % refers to the signal ratio; also: % is scaled to controls: 0 for no effect and ±100 for the full control effect
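Read-out is the ratio of GFP to DsRed2 object intensity, acquired by 488 nm laser-scanning cytometry on HeLa lamin A-EGFP minigene reporter cells. Compound incubation 48 hrs at 37 °C in Opti-MEM with 2% FBS; DMSO 0.5% final.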
SMN2 splice enh: qHTS Assay for Enhancers of SMN2 Splice Variant Expression. HEK293 SMN2-luciferase splicing reporter, luminescence, 30-36 h. Potency, µM (highest dose often 46.1 µM), for the others: at the top dose activity change, positive = activation, hits mostly activators. 2.8% of 210,000 active; also: % of control where 0% means no effect; nearly all actives have a fitted effect of over 55% in size
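HEK293 cells carry an SMN2 minigene-luciferase reporter in which exon 7 inclusion puts luciferase in frame. Cells were seeded at 2000 cells/well, attached for 10-12 hours, then exposed to compounds for 30-36 hours at 37C before ONE-Glo luminescence.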
L3MBTL1 inh: qHTS Assay for the Inhibitors of L3MBTL1. Lethal(3)malignant brain tumor-like protein 1 (Homo sapiens), Q9Y468. AlphaScreen L3MBTL1–H3K9me1 peptide binding. Potency, µM (doses to about 57.1 µM), without a hit: at the top dose activity, negative = inhibition, actives largely listed as inhibitors. 0.66% of 230,000 active. AID 485360, 2010; also: % is scaled to controls: 0 for no effect and ±100 for the full control effect; nearly all actives have a fitted effect of over 60% in size
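First, the protein-peptide complex forms for 30 min at room temperature (L3MBTL1 50 nM, biotinylated H3K9me1 peptide 75 nM). Next, compounds are pin-transferred and incubated 30 min. Finally, AlphaScreen beads are added and read after 30 min.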
ALDH1A1 inh: qHTS Assay for Inhibitors of Aldehyde Dehydrogenase 1 (ALDH1A1) | Aldehyde dehydrogenase 1A1 (Homo sapiens), P00352 | Purified ALDH1A1, NADH fluorescence, propionaldehyde substrate | Potency, µM (titrated, usually from 75.3 µM), inactives show at the top dose activity, negative = inhibition, most hits filed as inhibitors | 7.3% of 220,000 active; active = well fitted inhibition curve with a large enough effect, not every such curve was filed as active; inconclusive = small, poorly fitted or top-dose-only effect, or another doubt; inactive = no such curve, though single readings can be large or run the other way;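 also: plate controls were no enzyme wells and a reference inhibitor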
Target sequence (P00352 whole entry, looked up): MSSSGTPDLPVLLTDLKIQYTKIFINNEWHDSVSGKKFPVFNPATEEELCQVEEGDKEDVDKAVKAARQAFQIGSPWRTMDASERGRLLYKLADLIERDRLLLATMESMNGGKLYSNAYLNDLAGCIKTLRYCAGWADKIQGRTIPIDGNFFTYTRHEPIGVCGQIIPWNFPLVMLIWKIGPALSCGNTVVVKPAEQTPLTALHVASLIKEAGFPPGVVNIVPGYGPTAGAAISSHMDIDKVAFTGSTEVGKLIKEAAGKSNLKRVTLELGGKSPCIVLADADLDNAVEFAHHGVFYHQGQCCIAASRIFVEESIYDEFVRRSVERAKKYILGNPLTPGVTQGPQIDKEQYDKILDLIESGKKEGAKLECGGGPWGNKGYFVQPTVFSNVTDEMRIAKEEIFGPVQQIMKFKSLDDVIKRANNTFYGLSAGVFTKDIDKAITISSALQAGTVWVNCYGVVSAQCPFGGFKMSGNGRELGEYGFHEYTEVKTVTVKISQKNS
JMJD2E inh: qHTS Assay for Inhibitors of Human Jumonji Domain Containing 2E (JMJD2E); Lysine-specific demethylase 4E (Homo sapiens), B2RXH2; JMJD2E catalytic domain, FDH-coupled NADH fluorescence (FDH is formaldehyde dehydrogenase); Potency, µM (top dose mostly 57.1 µM), for inactives: at the top dose activity change, negative = inhibition, most hits filed as inhibitors; 1.6% of 230,000 active; AID 2147, 2009; active = well fitted inhibition curve with a large enough effect, not every such curve was filed as active; inconclusive = small, poorly fitted or top-dose-only effect, or another doubt; inactive = no such curve, though single readings can be large or run the other way;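 also: 0% = wells with enzyme and -100% = buffer wells without enzyme; nearly all actives have a fitted effect of over 50% in size; many of its hits are not listed in these tables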
Target sequence (B2RXH2 1-337 limits assumed): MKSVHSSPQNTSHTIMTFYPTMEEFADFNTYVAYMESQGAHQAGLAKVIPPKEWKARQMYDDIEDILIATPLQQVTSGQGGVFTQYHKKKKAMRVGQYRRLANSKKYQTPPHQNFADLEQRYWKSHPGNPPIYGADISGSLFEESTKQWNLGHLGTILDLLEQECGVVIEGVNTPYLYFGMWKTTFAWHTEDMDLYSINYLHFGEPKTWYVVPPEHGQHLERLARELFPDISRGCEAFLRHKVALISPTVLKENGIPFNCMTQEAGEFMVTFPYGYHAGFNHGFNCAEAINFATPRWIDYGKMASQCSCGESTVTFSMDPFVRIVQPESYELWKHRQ
Tau fibril ThT: qHTS for Inhibitors of Tau Fibril Formation, Thioflavin T Binding; Potency, µM (doses to about 57.4 µM), inactives show at the highest dose activity, negative = inhibition, hits mostly inhibitors; recombinant tau K18 P301L (four-repeat tau fragment), heparin-induced fibrillization, ThT fluorescence; AID 1460, 2008; Microtubule-associated protein tau (Homo sapiens), P10636; 2.1% of 270,000 active; also: % is scaled to controls: 0 for no effect and ±100 for the full control effect; nearly all actives have a fitted effect of over 55% in size
Target sequence (P10636 561-689 P618L limits assumed): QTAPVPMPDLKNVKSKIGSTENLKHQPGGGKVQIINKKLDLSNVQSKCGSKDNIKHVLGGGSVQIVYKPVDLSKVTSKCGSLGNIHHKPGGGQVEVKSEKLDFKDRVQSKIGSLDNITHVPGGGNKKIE
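In this qHTS, human K18 P301L tau is incubated with compound and heparin for 6 hr at 37 C, and Thioflavin T fluorescence then reports fibril load.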
KinaseGlo FLuc: Counterscreen for Luciferase (Kinase-Glo TM) Inhibition | Luciferin 4-monooxygenase (Photuris pensylvanica), Q27757 | Kinase-Glo luciferase, ATP luminescence, 8 min | Potency, µM (titrated, usually from 38.3 µM), for inactives: at the top dose activity change, negative = inhibition, actives largely listed as inhibitors | 0.28% of 200,000 active; also: % is scaled to controls: 0 for no effect and ±100 for the full control effect; nearly all actives have a fitted effect of over 60% in size
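Recombinant Kinase-Glo luciferase, 10 uM ATP (linear range), luciferin; imidazole pH 7.2 / KCl / MgCl2 / Tween / BSA buffer; 8 min RT; luminescence.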
Numbers without * were called inactive; i = inactive; ? = inconclusive; . = not tested or not shown; & = joins results of further samples; [ ] = remark or other dose. Unless noted, calls follow the shape of the dose curve; as a rule, active = well fitted curve in the direction sought with a large enough effect; inconclusive = small, poorly fitted or top-dose-only effect, or another doubt; inactive = no such curve, though single readings can be large; an effect the other way counts as inactive or inconclusive. Potency is read from the fitted curve at half-maximal effect. These rows are one share of the data; rates above refer to the full screens.

entry	SMILES	RECQ1 inh	LMNA splice mod	SMN2 splice enh	L3MBTL1 inh	ALDH1A1 inh	JMJD2E inh	Tau fibril ThT	KinaseGlo FLuc
1	Cc1cc(S(=O)(=O)N2CCN(c3ccccc3C)CC2)ccc1F	-16%	?	-27%	27%	3%	5%	-2%	2%
2	CC(CCC(=O)O)C1CCC2C3CC[C@H]4CC(O)CC[C@@]4(C)C3CC(O)[C@]12C (some centres not stated)	i	.	-7%	.	-3%	5%	8%	-3%
3	CCC(C)(C)n1nnnc1C(c1cccs1)N1CCN(Cc2ccccc2)CC1 (configuration not stated)	-7%	?	-4%	3%	-4%	-7%	4%	2%
4	O=C(N/N=C/c1ccc(-c2ccccc2[N+](=O)[O-])o1)c1cncc(Br)c1	-4%	-15%	1%	-6%	-6%	-17%	7.9µM*	2%
5	Cc1ccc(-n2cc(C(C)(C)C)[nH]c2=S)cc1	i	-2%	26%	-1%	17%	1%	-12%	-1%
6	Cc1ccc(S(=O)(=O)NNC(=O)c2ccccc2O)cc1	-11%	?	0%	-7%	-3%	-20%	4%	-4%
7	CCOC(=O)Cn1c(N2CCOCC2)nc2c1c(=O)[nH]c(=O)n2C	3%	0%	.	.	1%	3%	-6%	3%
8	O=C1c2ccccc2-c2ccc(C(=O)N3CCOCC3)cc21	-5%	6%	15%	-2%	-4%	-3%	-7%	-2%
9	C=CCn1c(SC(C)C(=O)NCc2ccc3c(c2)OCO3)nnc1C1CCCCC1 (configuration not stated)	i	?	-5%	31%	?	-8%	2%	-1%
10	Cc1ccc(/C=N/N=C2/NC(=O)C(CC(=O)Nc3ccc(Cl)cc3)S2)o1 (configuration not stated)	-5%	-5%	-6%	-5%	-3%	6%	-5%	1%

Ordered by molecular weight (descending): part of the list above.
entry	SMILES	RECQ1 inh	LMNA splice mod	SMN2 splice enh	L3MBTL1 inh	ALDH1A1 inh	JMJD2E inh	Tau fibril ThT	KinaseGlo FLuc
4	O=C(N/N=C/c1ccc(-c2ccccc2[N+](=O)[O-])o1)c1cncc(Br)c1	-4%	-15%	1%	-6%	-6%	-17%	7.9µM*	2%
2	CC(CCC(=O)O)C1CCC2C3CC[C@H]4CC(O)CC[C@@]4(C)C3CC(O)[C@]12C (some centres not stated)	i	.	-7%	.	-3%	5%	8%	-3%
10	Cc1ccc(/C=N/N=C2/NC(=O)C(CC(=O)Nc3ccc(Cl)cc3)S2)o1 (configuration not stated)	-5%	-5%	-6%	-5%	-3%	6%	-5%	1%
1	Cc1cc(S(=O)(=O)N2CCN(c3ccccc3C)CC2)ccc1F	-16%	?	-27%	27%	3%	5%	-2%	2%
7	CCOC(=O)Cn1c(N2CCOCC2)nc2c1c(=O)[nH]c(=O)n2C	3%	0%	.	.	1%	3%	-6%	3%
6	Cc1ccc(S(=O)(=O)NNC(=O)c2ccccc2O)cc1	-11%	?	0%	-7%	-3%	-20%	4%	-4%

Remaining list, next part:
entry	SMILES	RECQ1 inh	LMNA splice mod	SMN2 splice enh	L3MBTL1 inh	ALDH1A1 inh	JMJD2E inh	Tau fibril ThT	KinaseGlo FLuc
11	CS(=O)(=O)N(CC(=O)NCCc1ccccc1)C1CCCCC1	i	2%	1%	.	1%	-5%	-4%	-4%
12	CC1CCCC(NC(=O)COC(=O)[C@@H]2CC(O)CN2S(=O)(=O)c2ccc3c(c2)OCCO3)C1C (some centres not stated)	-3%	-1%	-14%	1%	?	3%	1%	0%
13	Cc1cc(-c2ccccc2)n2ncc(C#N)c2n1	-9%	-5%	1%	.	?	?	-10%	-2%
14	O=C(CSc1nc2ccccc2n1-c1ccccc1)NCC1CCCO1 (configuration not stated)	i	19%	12%	2%	10%	3%	-2%	-2%
15	Cc1nnc(-c2ccccc2)nc1N1CCOCC1	2%	6%	4%	2%	2%	5%	-6%	1%
16	CCOC(=O)c1c(NC(=O)c2nc3n(n2)C(C(F)F)CC(C)N3)sc2c1CCCC2 (configuration not stated)	-1%	15%	-17%	3%	?	?	?	-3%
17	Nc1nnc(-c2ccccc2)c(-c2ccccc2)n1	-9%	-10%	23%	-4%	-15%	-1%	-8%	-2%
18	Cc1ccc(C(=O)OCC(=O)Nc2sc3c(c2C#N)CCCC3)cc1NC(=O)c1ccco1	2%	-10%	-7%	.	?	-3%	?	-2%
19	Fc1ccc(-c2nnc(SCc3ncc(-c4ccccc4)o3)n2CC2CCCO2)cc1 (configuration not stated)	-1%	?	-12%	6%	12%	5%	-2%	1%
20	CC1CCN(C(=S)Nc2ccc3nc4n(c(=O)c3c2)CCCCC4)CC1	-1%	?	-40%[inhibitor]	3%	?	?	-8%	4%
21	COc1ccccc1N(C)S(=O)(=O)c1ccc(C(=O)O)cc1	i	-4%[46 µM]	16%	0%	4%	1%	-3%	4%
22	Cc1cc(C)n(-c2nc(NC(C)C)nc(NC(C)C)n2)n1	1%	?	-14%	-27%	2%	-20%	-9%	-7%
23	CC(C)(C)C1CCC(=NNC(=O)c2cc(-c3ccccc3)n[nH]2)CC1 (configuration not stated)	-1%	?	3%	-8%	0%	-1%	4%	-4%
24	Oc1ccccc1-c1csc(-c2ccccc2)n1	17%	.	?	.	-6%	2%	-13%	-21%
25	COc1ccc([N+](=O)[O-])cc1NC(=O)c1ccc(CN(c2ccc(C)c(C)c2)S(C)(=O)=O)cc1	-11%	4%	-18%	-1%	6%	2%	-3%	3%
26	CC(=O)c1cccc(NC(=O)c2ccc(N(Cc3ccccc3C)S(C)(=O)=O)cc2)c1	i	?	13%	26%	-9%	-2%	10%	2%
27	CCn1c(SCC(=O)N2CCOCC2)nnc1-c1cccs1	-7%	11%	0%	-10%	-4%	-9%	7%	0%
28	Cc1ccc(C(=O)OCC(=O)NC(=O)c2cccn2C)cc1	-3%	4%	1%	.	-8%	?	-15%	13%
29	O=C(CNc1cc(S(=O)(=O)N2CCCC2)ccc1OCC(F)(F)F)Nc1ccc(SC(F)F)cc1	-1%	?	-32%[inhibitor]	2%	-1%	3%	15%	10%
30	O=C1N(Cc2ccccc2)CCCC12CCCN(Cc1ccccc1)C2=O	5%	3%	4%	.	-8%	-3%	-11%	-3%
31	N#Cc1ccc(C23CC4(C2)[C@H](CN(CC2CCCCC2)[C@@H]4c2ccccc2)C3c2ccc(Cl)nc2)cc1 (some centres not stated)	-7%&-9%	.	-20%	.	6%	-4%&1%	-1%&4%	-2%
32	C=CCn1c(SC2CCOC2=O)nc2sc(CC)cc2c1=O (configuration not stated)	0%	-8%	.	0%	4%	0%	-7%	.
33	CCCSc1nc(SCC(=O)NCc2ccccc2)c2c3c(sc2n1)COC(C)(C)C3	0%	10%	0%	-1%	16%	-12%	-7%	-2%
34	COCC(=O)Nc1cc([N+](=O)[O-])ccc1OC	i	5%	8%	7%	7%	-5%	6%	5%
35	CC(C)NCCCOc1ccc(Cl)cc1Br	-8%	-1%	-52%[inhibitor]	0%	?	9%	-9%	-7%
36	Cc1c(C(=O)N(C)C)c2ccc(Cl)cc2n1O	1%	7%	0%	18%	-6%	-11%	-2%	-1%
37	N#CCCN1CCN(S(=O)(=O)c2ccc(S(=O)(=O)N3CCCC3)cc2)CC1	-6%	-10%	-3%	5%	-6%	-2%	-7%	-2%
38	CCOC(=O)CSc1nc2c(c(=O)[nH]c(=O)n2C)n1CCc1ccccc1	-3%	9%	-1%	-1%	?	0%	-3%	-6%
39	COCCn1cnc2c1c(=O)n(CC(=O)Nc1cc(C)on1)c(=O)n2Cc1ccccc1	1%	-5%	13%	-10%	-4%	6%	0%	0%
40	O=c1/c(=C/c2ccco2)sc2n1CN(c1cccc(Br)c1)CN=2	6%	3%	-30%	.	?	?	-9%	0%
41	O=C(Nc1nnc(C(F)(F)F)s1)c1c(F)cccc1F	-7%	.	.	2%	13%	6%	-11%	.
42	NC(=S)N/N=C/c1ccccc1[N+](=O)[O-]	12%	.	.	1%	22µM*	-28%	-7%	.
43	CCCN1CCC(=NNc2ccc(S(N)(=O)=O)cc2[N+](=O)[O-])CC1	-1%	.	6%	-6%	-4%	12%	?	-2%
44	CN(C)/C=N/c1ncc(C(=O)c2ccc3ccccc3c2)s1	?	-1%	-29%	-1%	?	-25%	-12%	0%
45	COc1ccc(OC)c2sc(NC(=O)CCSc3ccccc3)nc12	i	?	-4%	-12%	-10%	?	?	2%
46	CCOC(=O)C(NC(=O)c1ccc(OC)cc1)(N1CCOCC1)C(F)(F)F (configuration not stated)	-3%	2%	13%	0%	0%	-14%	-1%	4%
47	CC(C)C(=O)Nc1nnc(SCC(=O)NCc2ccco2)s1	-2%	-9%	-11%	10%	6%	12%	-6%	0%
48	COC(=O)c1cc(C(=O)N2CCN(c3ccccc3OC)CC2)cc([N+](=O)[O-])c1	8%	?	.	-1%	2%	-16%	?	1%
49	Cc1ccc2c(c1)C1(C)C(C(C)(C)N2C=O)C1(Cl)Cl (configuration not stated)	-3%	.	.	0%	.	4%	-7%	.
50	CN1CCN(c2ncnc3c2[nH]c2ccc(F)cc23)CC1	-11%	-7%	-30%	2%	?	?	-5%	1%
51	CC(Oc1ccc(Cl)cc1)C(=O)NCCCn1ccnc1 (configuration not stated)	-4%	-8%	-16%	.	9%	-1%	-7%	-4%

Compound activity (PubChem BioAssay)
